Screens: PubChem BioAssay, National Center for Advancing Translational Sciences (NCATS)
AMA1-RON2 inh: qHTS for Inhibitors of AMA1-RON; Towards Development of Antimalarial Drug Lead: Primary Screen; hit rate 0.2% among 360,000; Plasmodium falciparum AMA1 (3D7) - RON2 peptide interaction; Potency, µM (series often up to 58.2 µM), for inactives: top-dose activity change, negative = inhibition, hits mostly inhibitors; AlphaScreen AMA1-biotinylated RON2 peptide binding;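 note: potency is the fitted concentration of half-maximal effect; 0% = vehicle wells and -100% = peptide control; nearly all actives have a fitted effect of over 45% in size; some results filed as inactive show a strong effect at the top dose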
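AMA1 (3D7) with his tag at 25 nM final met compounds first, then biotinylated RON2 peptide at 25 nM; detection used donor plus acceptor beads, 10 µg/mL apiece, read by AlphaScreen after 30 min at room temperature.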
Sm TGR block: qHTS Assay for the Inhibitors of Schistosoma Mansoni Peroxiredoxins; Schistosoma mansoni thioredoxin glutathione reductase (TGR), Q962Y6; purified TGR, DTNB reduction, TNB absorbance 405 nm; Potency, µM (top dose mostly 114 µM), without a hit: top-dose activity change, negative = inhibition, actives largely listed as inhibitors; hit rate 3% among 360,000; AID 485364, 2010; note: potency is the fitted concentration of half-maximal effect; nearly all actives have a fitted effect of over 60% in size
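First, TGR (20 nM dispensed) and NADPH were mixed with compound. Second, a 15 min room-temperature incubation followed. Third, further NADPH and then DTNB were added to start the reaction. Finally, TNB absorbance was monitored kinetically.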
AmpC no deterg: qHTS Inhibitors of AmpC Beta-Lactamase (assay without detergent); Potency, µM (top dose mostly 57.1 µM), for inactives: top-dose activity change, negative = inhibition, actives largely listed as inhibitors; hit rate 0.52% among 330,000; AID 485341, 2010; P00811; AmpC nitrocefin hydrolysis, absorbance 480 nm, 0.0001% Triton;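 note: potency is the fitted concentration of half-maximal effect; plate controls were no compound for no effect and no enzyme for full effect; nearly all actives have a fitted effect of over 20% in size; some results filed as inactive show a strong effect at the top dose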
Target sequence (P00811 whole entry, looked up): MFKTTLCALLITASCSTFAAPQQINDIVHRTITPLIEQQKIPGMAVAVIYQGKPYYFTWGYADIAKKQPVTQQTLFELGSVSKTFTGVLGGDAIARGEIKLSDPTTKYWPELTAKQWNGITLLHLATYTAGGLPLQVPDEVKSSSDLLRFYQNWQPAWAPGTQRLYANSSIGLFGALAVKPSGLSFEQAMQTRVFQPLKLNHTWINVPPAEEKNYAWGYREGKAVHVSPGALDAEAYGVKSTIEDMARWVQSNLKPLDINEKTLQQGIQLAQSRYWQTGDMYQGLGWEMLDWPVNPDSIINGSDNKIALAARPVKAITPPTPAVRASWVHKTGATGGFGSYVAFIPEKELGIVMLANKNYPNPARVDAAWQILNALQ
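AmpC (5.3 nM in the dispensed reagent) in 20 mM phosphate pH 7.0 with 0.01% (detergent screen) or 0.0001% Triton X-100 was preincubated with compounds for 15 min at room temperature. Nitrocefin was then added from an 800 uM solution, and hydrolysis was followed at 480 nm.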
HCMV inh: qHTS Assay for inhibitors of the human cytomegalovirus (HCMV). hit rate 4.5% among 410,000. HFF cells, HCMV-luciferase reporter, 72 h; hits give low values. activity change, negative = inhibition, % at 57.5 µM; in the data active = activity change below about -60%; inconclusive = no clear call, values can overlap the other calls; inactive = above about -39%
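Cell-based, HFFs, 1000 cells/well, 16 h 37C; cpds in DMSO + HCMV-luc, MOI 1 PFU/cell; 72 h 37C; OneGlo luminescence after 5 min RT; norm. to buffer vs Salinomycin 10uM.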
Giardia FBPA inh: qHTS Assay for Inhibitors of Fructose-1,6-bisphosphate Aldolase from Giardia Lamblia; A8B2U2; purified Giardia FBPA; Potency, µM (series often up to 59.6 µM), for inactives: at the highest dose activity, negative = inhibition, hits mostly inhibitors; hit rate 0.71% among 290,000; AID 2451, 2010; note: potency is the fitted concentration of half-maximal effect; nearly all actives have a fitted effect of over 55% in size
Target sequence (A8B2U2 whole entry, looked up): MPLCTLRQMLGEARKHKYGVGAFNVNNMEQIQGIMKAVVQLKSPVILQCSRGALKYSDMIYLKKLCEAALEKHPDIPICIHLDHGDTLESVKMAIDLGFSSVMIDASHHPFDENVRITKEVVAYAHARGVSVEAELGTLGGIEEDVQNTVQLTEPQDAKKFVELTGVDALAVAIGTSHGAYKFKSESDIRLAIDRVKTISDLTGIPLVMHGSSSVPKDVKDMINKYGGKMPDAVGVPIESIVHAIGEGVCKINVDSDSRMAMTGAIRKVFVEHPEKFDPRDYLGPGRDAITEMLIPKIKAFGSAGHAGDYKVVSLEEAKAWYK
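Giardia FBPA (40 nM reagent) was preincubated 10 min at RT with compound (up to 57.5 uM final), then substrate plus GAPDH/TPI/NAD/arsenate coupling system with diaphorase/resazurin was added; resorufin fluorescence (525/598 nm) was read after 20 min.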
AmpC detergent: qHTS Inhibitors of AmpC Beta-Lactamase (assay with detergent). AID 485294, 2010. P00811. AmpC hydrolysis of nitrocefin, absorbance 480 nm, 0.01% Triton. hit rate 0.041% among 370,000. Potency, µM (titrated, usually from 114 µM), inactives show at the top dose activity change, negative = inhibition, usual class: inhibitors;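 note: potency is the fitted concentration of half-maximal effect; 0% = no-compound wells and -100% = no-enzyme wells; nearly all actives have a fitted effect of over 25% in size; some results filed as inactive show a strong effect at the top dose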
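AmpC (5.3 nM in the dispensed reagent) in 20 mM phosphate pH 7.0 with 0.01% (detergent screen) or 0.0001% Triton X-100 was preincubated with compounds for 15 min at room temperature. Nitrocefin was then added from an 800 uM solution, and hydrolysis was followed at 480 nm.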
* = called active by the depositor; ? = inconclusive; · = not tested or not shown; & = joins results of further samples; [ ] = remark or other dose. Unless noted, calls come from the whole dose curve; as a rule, active = well fitted curve in the direction sought with a large enough effect; inconclusive = small, poorly fitted or top-dose-only effect, or another doubt; inactive = no such curve, though single readings can be large; an effect the other way counts as inactive or inconclusive. Unless noted, % is set by controls: 0 for no effect and ±100 for the full control effect.

smiles | AMA1-RON2 inh | Sm TGR block | AmpC no deterg | HCMV inh | Giardia FBPA inh | AmpC detergent
CCSc1nnc2c(n1)OC(c1sccc1C)N(C(C)=O)c1ccccc1-2 (centres undefined) | · | -1% | · | -60* | · | -7%
O=C(NC(=S)Nc1ccccc1N1CCOCC1)c1ccc(-c2ccccc2F)o1 | 2% | -9% | -5% | -18 | -4% | 0%
COCCNC(=O)C1CCCN(S(=O)(=O)c2cccc3nsnc23)C1 (centres undefined) | 0% | 0% | 6% | 9 | -8% | 5%
CCOc1ccc(OCCCC(=O)Nc2nc3ccccc3[nH]2)cc1 | -9% | 6% | -22% | 7 | 1% | -5%
CCN(CCO)Cc1csc2cc(C)ccc12 | -3% | 8% | -29% | -25 | -10% | 0%
COc1ccc(C(C)=O)cc1CSc1nnc(Nc2ccc(C)cc2)s1 | -7% | -7% | -14% | -61* | -14% | -7%
COC(=O)c1ccc(C(NC(=O)OCc2ccccc2)/C(F)=C/[C@@H](C)C(=O)NCc2ccc(OC)c(OC)c2)cc1 (some centres undefined) | -3% | -3% | 90%[activator] | -11 | -6%&0% | ?
CN(C)/C=C/C(=O)c1ccncc1 | 2% | -12% | -8% | -28 | 5% | -4%
CCc1cc(C(=O)OC)c(NC(=O)CN2CCN(C(=O)C3CCCO3)CC2)s1 (centres undefined) | 1% | ? | 147%[activator] | 7 | · | 7%
Cc1ccc(NC(=O)CNC(=O)c2ccc(Oc3ccccc3)cc2)nc1 | 0% | -2% | -22% | 4 | · | -3%
CC(C)CNS(=O)(=O)c1ccc(CCC(=O)NCc2ccc(Cl)cc2)cc1 | -7% | -3% | 0% | 5 | 2% | -7%
CN(C)S(=O)(=O)c1ccc2c(c1)nnn2CCNC(=O)Nc1ccc(Cl)cc1 | · | -1% | · | -7 | · | 6%
Cc1ccccc1Cn1nc(C)c(NC(=O)c2cc3nc(-c4ccco4)cc(C(F)(F)F)n3n2)c1C | 3% | -23% | 155%[activator] | -5 | 12% | -15%
O=C(CS(=O)(=O)c1cccc2nsnc12)N1CCN(c2ccccc2)CC1 | · | -32% | · | -8 | · | 0%
COc1ccccc1C(=O)N/C(=C/c1ccc2c(c1)OCO2)C(=O)Nc1ccc(C(=O)O)cc1 | -12% | -1% | -17% | 30 | -7% | ?
CCOC(=O)c1c(CS(=O)(=O)c2ccccc2)n(C)c2cc(Br)c(O)cc12 | -2% | 1% | -26% | 29 | 0% | 7%
CC1NC(=O)NC1CCCCC(=O)O (centres undefined) | 9% | 0% | -10% | 20 | 0% | ?
CC(C)CC(c1nnnn1C1CCCC1)N1CCC(C(N)=O)CC1 (centres undefined) | 11% | 0% | 2% | 6 | 7% | -1%
COc1ccccc1NS(=O)(=O)c1ccc(C)c(NC(=O)c2ccc(S(=O)(=O)N3CCCCCC3)cc2)c1 | 0% | -6% | -22% | -69* | -1% | 2%
CCOC(=O)[C@@H]1[C@H]2COc3ccccc3[C@@H]2N2C(=O)N(c3cccc(C)c3)C(=O)[C@@]12C | -3% | · | 2% | 20 | · | ·
Nc1nc(NCCCN2CCOCC2)nc(NCc2ccccc2)c1[N+](=O)[O-] | -19% | 4% | 34% | -39 | -2% | 6%
O=C(CCc1ccccc1)Nc1cccc(NC(=O)CCc2ccccc2)c1 | -6% | -9% | -59% | 23 | 2% | -8%
Cc1ccc(N2C(=O)c3cccc4cccc(c34)C2=O)cc1 | -2% | 6% | -12% | -32 | 7% | 3%
COCCCNc1nc2ccccc2nc1NS(=O)(=O)c1ccccc1 | -3% | 2% | -3%[2.29 µM] | -9 | 4% | -3%
O=C(Nc1cccc(Br)c1)Nc1nc2c(s1)CCCCCC2 | · | 10% | · | -86* | · | 17%
COc1cc2ccccc2cc1C(=O)N1CCCC(C(F)(F)F)C1 (centres undefined) | 1%[11.6 µM] | -6% | 34% | -33 | · | -7%
CCOc1ccc(C2NC(=O)NC(C)=C2C(=O)OCc2ccccc2)cc1 (centres undefined) | -14% | -5% | -9% | 11 | 11% | ?
COc1cc(OC)c(OC)cc1C=NCC1(c2ccccc2)CCCC1 | -5% | 27% | -19% | -40 | -9% | -7%
CC12CCCCC1N(O)C(=O)C(=O)N2O (centres undefined) | 15% | -2% | -13% | -6 | -17% | -6%
CCC(OC(C)=O)c1cc2c(cc1[N+](=O)[O-])OCCO2 (centres undefined) | -6% | -2% | -2% | -16 | -5% | -7%

Whole records as entered above. Screens in order: AMA1-RON2 inh | Sm TGR block | AmpC no deterg | HCMV inh | Giardia FBPA inh | AmpC detergent
CC1NC(=O)NC1CCCCC(=O)O (centres undefined) is listed with 9% | 0% | -10% | 20 | 0% | ?
CCOC(=O)c1c(CS(=O)(=O)c2ccccc2)n(C)c2cc(Br)c(O)cc12 is listed with -2% | 1% | -26% | 29 | 0% | 7%
O=C(CCc1ccccc1)Nc1cccc(NC(=O)CCc2ccccc2)c1 is listed with -6% | -9% | -59% | 23 | 2% | -8%
COc1ccc(C(C)=O)cc1CSc1nnc(Nc2ccc(C)cc2)s1 is listed with -7% | -7% | -14% | -61* | -14% | -7%
COc1ccccc1C(=O)N/C(=C/c1ccc2c(c1)OCO2)C(=O)Nc1ccc(C(=O)O)cc1 is listed with -12% | -1% | -17% | 30 | -7% | ?

At a glance, some entries already given.
smiles | AMA1-RON2 inh | Sm TGR block | AmpC no deterg | HCMV inh | Giardia FBPA inh | AmpC detergent
CCOc1ccc(C2NC(=O)NC(C)=C2C(=O)OCc2ccccc2)cc1 (centres undefined) | -14% | -5% | -9% | 11 | 11% | ?
COc1cc(OC)c(OC)cc1C=NCC1(c2ccccc2)CCCC1 | -5% | 27% | -19% | -40 | -9% | -7%
CC12CCCCC1N(O)C(=O)C(=O)N2O (centres undefined) | 15% | -2% | -13% | -6 | -17% | -6%
CCC(OC(C)=O)c1cc2c(cc1[N+](=O)[O-])OCCO2 (centres undefined) | -6% | -2% | -2% | -16 | -5% | -7%

Next section
smiles | AMA1-RON2 inh | Sm TGR block | AmpC no deterg | HCMV inh | Giardia FBPA inh | AmpC detergent
Cc1cc(NC(=O)CSc2nc3c(C)c(C)ccc3cc2C)no1 | 14% | 6% | -16% | -3 | -4% | -1%
Brc1ccc(Nc2ncnc3[nH]ncc23)cc1 | 0% | -2% | -21% | ? | -4% | 1%
CC(C)N1CCN(c2ccncc2S(=O)(=O)N2CCOCC2)CC1 | -1% | 15% | -20% | 0 | -3% | -11%
COc1cc2[nH]c(Cl)c([N+](=O)[O-])c2cc1OC | 1% | 2µM* | -4% | 3 | 5µM* | -6%
COc1ccccc1C(=O)Nc1cccc(OCc2cc(=O)n3c4c(sc3n2)CCCC4)c1 | · | 0% | · | 22 | · | -10%
O=C(Nc1ccc(Oc2ccsc2C(=O)O)cc1)c1ccccc1F | -2% | -21% | -27% | -32 | 6% | -16%
O=C(Nc1nc(-c2cccnc2)cs1)c1cccc([N+](=O)[O-])c1 | 21% | -1% | -33% | ? | 2% | 2%
CC(C)Oc1ccc(Cn2c(=O)sc3ccccc32)cc1 | 15% | -12% | -10% | -31 | 7% | ?
COCCNC(=O)Cn1nc(-c2ccccc2)c2ccccc2c1=O | -1% | 8%&2% | 1% | 0&6 | 8% | 2%&7%
Cc1nc2sc3c(c2c(=O)n1N)CCC3 | 12% | 0% | -7% | 9 | 0% | -9%
CC1=C(C(=O)OC2CCC(C)CC2)C(c2ccc(O)c([N+](=O)[O-])c2)NC(=O)N1 (centres undefined) | -9% | -13% | -26% | 15 | 5% | ?
CNC(=O)c1cc2ncc(C(F)(F)F)cc2s1 | 7% | 11% | -11% | 70 | 0% | 2%
CCOC(=O)C(=O)C1C(=O)Nc2ccccc21 (centres undefined) | -4% | 28µM* | -15% | 39 | -23% | -5%
COc1cc(C(C)=O)ccc1OCC(=O)Nc1ccccc1N1CCCC1 | -26% | -9% | 30% | 4 | · | -1%
C=CCNc1nc(Cl)nc(Nc2ccccc2)n1 | 8% | 2% | -25% | -1 | 3% | ?
O=C(NCc1cccc(Cl)c1)c1cccn1-c1nnc(N2CCCC2)s1 | · | -1% | · | ? | · | -8%
COc1cc(OC)c(NC(=O)N2CC3CCCN3c3ccccc32)cc1Cl (centres undefined) | · | -29% | · | -10 | · | 5%
COc1ccc(N(Cc2cccs2)C(=O)c2ccc(OC)c(Cl)c2)cc1 | · | 2% | · | -91* | · | 17%
O=C(CCc1ccc(S(=O)(=O)N2CCOCC2)cc1)OCC(=O)c1ccccc1 | -6% | · | -1% | 1 | · | ·
CCOc1ccc(C(=O)NC(C(=O)NCCc2ccc(OC(F)F)cc2)C(C)C)cc1 (centres undefined) | 4% | -1% | 4% | -28 | -7% | -1%
Cc1cc(-c2ccccc2)nc(N(C)NC(=O)c2ccc(Cl)cc2)c1S(C)(=O)=O | -6% | -1% | -24% | 16 | 1% | 2%
COc1ccc(S(=O)(=O)N2CCCCC2)cc1NC(=O)COc1ccccc1 | -12% | 0% | -29% | -25 | · | ?
CS(=O)(=O)N1CCC(C(=O)NCc2ccc(Cl)cc2)CC1 | -10% | 1% | -1% | -20 | -2% | 1%
Cc1ccc(NC(=O)c2sc3nc(-c4cc5ccccc5oc4=O)[nH]c(=O)c3c2C)c(C)c1 | · | -6% | · | 16 | · | 4%
COc1ccc(S(=O)(=O)Oc2cc(C(=S)N3CCOCC3)ccc2OC)cc1 | -8% | 1% | 21% | -5 | 9% | -1%
CCN1CCC(Nc2ccnc3cc(Cl)ccc23)CC1 | 5% | 6% | -16% | -90* | 3% | -12%
O=C(O)C1=NOC(CNC(=O)c2ccccc2Cl)C1 (centres undefined) | 0% | 6% | -9% | -37 | 3% | ?
CC1CCc2c(C(=O)Oc3cccc(-n4cnnn4)c3)csc2C1 (centres undefined) | -7% | 8% | 1% | -22 | -6% | ?
Cn1c(CNC(=O)c2ccc3c(c2)OCO3)nnc1SCC(=O)Nc1ccccc1Cl | -4% | 0% | -24% | 44 | 9% | 1%
